GAA850 FXN act: increases GAA850 frataxin promoter reporter activity. activation, % at 6 µM. HEK293 lucGAA850 FXN promoter luciferase reporter, 24 h; percent of 10 µM SAHA response. hit rate 0.56% among 360,000;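 active = activation above the average of all compounds screened plus 3 SD, cutoff fixed separately per campaign, cut at about 7.5% in these data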;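 also: 0% = DMSO wells and 100% = 10 µM SAHA wells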
DAX1 inh: NR0B1 (DAX1) inhibition; P51843; HEK293 Gal4-DAX1 luciferase reporter, luminescence; hit rate 0.99% among 340,000; inhibition, % at 6.75 µM;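 active = inhibition above the mean over all tested compounds plus 3 SD, cut at about 4.2% in these data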;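 also: 0% = DAX1-transfected cells with DMSO and 100% = empty-vector control cells with DMSO; inhibition shows as a rise in luminescence from relieved DAX1 repression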
Target sequence (P51843 207-470 limits assumed): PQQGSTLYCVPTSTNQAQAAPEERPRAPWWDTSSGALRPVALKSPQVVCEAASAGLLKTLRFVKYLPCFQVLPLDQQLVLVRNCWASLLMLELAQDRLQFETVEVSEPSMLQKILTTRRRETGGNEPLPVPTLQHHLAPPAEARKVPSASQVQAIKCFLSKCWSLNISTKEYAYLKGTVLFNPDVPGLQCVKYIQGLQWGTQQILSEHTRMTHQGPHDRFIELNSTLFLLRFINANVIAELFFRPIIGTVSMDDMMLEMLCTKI
Numbers without * were called inactive. A portion of the library; rates above refer to the full screens.

Value order: GAA850 FXN act	DAX1 inh
- O=[N+]([O-])c1ccc(C(O)C[n+]2ccccc2)cc1 (stereo not given)
 : 1.6	-1.0
- CCC(C)C1/C=C\CC(NC(=O)OCC2c3ccccc3-c3ccccc32)CC(=O)N1Cc1ccccc1 (stereo not given)
 : -2.5	-1.7
- Cc1cccc[n+]1C1C(c2ccccc2)C(C#N)=C(C(=C=[N-])C#N)NC1(O)C1CC1 (stereo not given)
 : 0.6	-0.4
- Cc1ccc(S(=O)(=O)CCc2nnc(NC(=O)c3ccccn3)s2)cc1
 : -2.2	0.3
- O=c1[nH]c(S)nc2sc3c(c12)CCCC3
 : 0.4	-0.4
- CCc1cc(=O)oc2cc(OCc3nn[nH]n3)ccc12
 : 0.0	-1.0
- CC1CN(C(=S)c2cccc([N+](=O)[O-])c2)CC(C)O1 (stereo not given)
 : -0.2	-0.2
- Nc1c(C(=O)Nc2nc3ccccc3s2)sc2nc(-c3cccs3)ccc12
 : -4.9	1.2
- CCC1CCCCN1S(=O)(=O)c1ccc(C(=O)Nc2nnc(-c3ccccc3Cl)o2)cc1 (stereo not given)
 : -0.9	0.9
- c1cncc(-c2nc(NCC3CCCO3)c3ccccc3n2)c1 (stereo not given)
 : 2.3	-0.6
- CCSC(=O)N(CC)CC(=O)Nc1c(CC)cccc1CC
 : -2.7	-0.1
- COc1ccc2[nH]c(=O)c(-c3nnn(-c4ccc(Cl)nc4)n3)cc2c1
 : 2.9	0.1
- COC(=O)c1ccc(CC(=O)c2ccc(O)cc2O)o1
 : -2.5	-1.4
- COc1ccc2c(c1OC)c(=O)n1c3ccc(OC(C)C(=O)NCCCN4CCOCC4)cc3c3ccnc2c31 (stereo not given)
 : -0.3	-2.6
- Cc1ccc(S(=O)(=O)Cc2cc(F)c([N+](=O)[O-])cc2[N+](=O)[O-])cc1
 : -2.1	-1.6
- Cc1oc(-c2ccccc2F)nc1CN1CCC(C(=O)NC2CCCCCCC2)CC1
 : -4.2	0.7
- CCn1cc(/C=C(\NC(=O)c2ccccc2F)C(=O)N2CCOCC2)c2ccccc21
 : 3.2	0.3
- Cc1ccc(NC(=O)CCCn2c(=O)[nH]c3ccsc3c2=O)cc1
 : 0.1	-0.2
- Cc1cc(NC(=O)Nc2ccc(OCc3ccccc3)cc2)n(C)n1
 : -0.1	2.2
- COc1cc2c(cc1OC)C(C)N(S(=O)(=O)c1cnc(Cl)c(Cl)c1)CC2 (stereo not given)
 : -1.3	0.3
- CCOC(=O)CSc1nc2cc(C(=O)N3CCC(C(N)=O)CC3)ccc2c(=O)n1-c1ccccc1
 : -0.3	-0.4
- Cc1cc(C)c(S(=O)(=O)Nc2ccc(O)cc2)cc1C
 : -0.4	-0.6
- COCCn1c(=O)[nH]c2cc(C(=O)Nc3cccc(C(C)=O)c3)ccc2c1=O
 : -1.9	0.2
- Cc1ccc(N/C=C/C(=O)C(C)(C)C)c(O)c1
 : -0.8	0.3
- O=C(/C=C(\O)c1ccc(Cl)cc1)C(=O)NNC(=O)C(O)(c1ccccc1)c1ccccc1
 : 1.2	2.2
- COc1ccc(CCn2c(=S)[nH]c3cc(C(=O)NCc4ccco4)ccc3c2=O)cc1OC
 : -3.1	1.1
- COc1ccc(OCCN2CCCC2)cc1Nc1nnc(Cl)c(Nc2ccccc2S(C)(=O)=O)n1
 : 0.4	-1.3
- Nc1nc(-c2sc3nc4c(cc3c2N)CCCC4)nc(N2CCOCC2)n1
 : 2.1	-0.9
- O=[N+]([O-])c1ccc(NNC(=S)Nc2ccccc2)cc1
 : -1.4	2.8
- O=C(NCCN1CCN(c2ccccc2)CC1)C1CCCN(S(=O)(=O)c2cnc[nH]2)C1 (stereo not given)
 : 1.6	1.9
- O=S1(=O)C=C(Oc2ccc3ccccc3c2)c2ccccc21
 : 1.1	1.5
- C/C=C(\C)C(=O)NCCN1C2=NC[C@H](Cc3ccccc3)N2C[C@H]1Cc1ccc(O)cc1
 : -1.9	0.8
- N=c1c(-c2nc3ccccc3[nH]2)cc(C(=O)c2cccs2)nn1-c1ccccc1
 : 2.9	-0.8
- CC(C)(C)NC(=O)c1cc(NC(=O)c2cccs2)cc(NC(=O)c2cccs2)c1
 : -0.4	-2.6
- Cc1ccc(-n2nc3c(N4CCC(C(=O)N5CCCCCC5)CC4)nnc(C)c3c2C)cc1
 : 1.5	-0.5
- Cc1cccc(NC(=O)NNC(=O)c2cc(-c3ccccc3Cl)nc3ccccc23)c1
 : -0.9	0.2
- COc1cccc(C2/C(=C(/O)c3ccc4c(c3)CC(C)O4)C(=O)C(=O)N2CC2CCCO2)c1 (stereo not given)
 : 2.3	0.1
- COc1ccc([C@H]2[C@H](C(=O)C(C)(C)C)N3N=Cc4ccccc4C3[C@]23N=C(c2ccccc2)OC3=O)cc1OC (stereo not given in full)
 : -2.2	0.2
- COc1ccc2[nH]c3nc(SCc4nnc(-c5ccc(C)cc5)o4)nnc3c2c1
 : -1.5	0.5
- COc1cc(OC)c2c(-c3cccc(-c4ccc(CO)cc4)c3)cc(=O)oc2c1
 : -2.9	-3.1
- CCC[C@@H](CN1CCC[C@H]1CN1C(N)=NC[C@@H]1Cc1ccccc1)N1C[C@@H]([C@H](C)CC)N(CCCC2CCCC2)C1=N
 : 2.7	-0.3
- O=C(Nc1nc2cc(Cl)ccc2s1)C1CCCN(S(=O)(=O)c2cccc3cccnc23)C1 (stereo not given)
 : -1.3	2.1
- COc1ccc2c(c1OC)CN1CCc3cc4c(cc3[C@@H]1[C@@H]2O)OCO4
 : 1.2	1.1
- CC(C)C[C@H]1CN=C(Nc2ccccc2)N1CC1CCC(C(C)(C)C)CC1 (stereo not given in full)
 : -1.1	4.5*
- Cc1[nH]c2nc3ccccc3n2c(=O)c1CCC(C)C
 : 2.0	-0.1
- CN1CC=C2C(C#N)=C(N)C(C#N)(C#N)[C@H](c3cccs3)[C@H]2C1
 : -0.3	2.0
- CCOc1ccccc1C(=O)NCC(=O)N1CCN(Cc2ccc3c(c2)OCO3)CC1
 : 5.5	-0.8
- N#Cc1ccccc1N1CCN(C(=O)c2ccc(NC(=O)c3ccc(Br)o3)cc2)CC1
 : -1.8	1.0
- COc1ccc(S(=O)(=O)N2CCOCC2)cc1NC(=O)COC(=O)c1ccc([N+](=O)[O-])s1
 : 0.8	2.1
- C#CCOCCOCCOCCNc1nc(N2CCOCC2)nc(N2CCN(C(=O)[C@H]([C@@H](C)CC)n3cc([C@@H](N)Cc4ccc(O)cc4)nn3)CC2)n1
 : 0.4	1.1

Ordered by number of heavy atoms (lowest first): some entries from above.
Value order: GAA850 FXN act	DAX1 inh
- O=C(/C=C(\O)c1ccc(Cl)cc1)C(=O)NNC(=O)C(O)(c1ccccc1)c1ccccc1
 : 1.2	2.2
- COc1ccc(CCn2c(=S)[nH]c3cc(C(=O)NCc4ccco4)ccc3c2=O)cc1OC
 : -3.1	1.1
- COc1ccc2c(c1OC)c(=O)n1c3ccc(OC(C)C(=O)NCCCN4CCOCC4)cc3c3ccnc2c31 (stereo not given)
 : -0.3	-2.6

(next part)
Value order: GAA850 FXN act	DAX1 inh
- COc1ccc(-c2coc3c(C)c4oc(=O)c(CCC(=O)O)c(C)c4cc23)cc1
 : 1.8	0.5
- CCCCCC(=O)Nc1cccc(C2=NOC3(C2)C[C@H](C(N)=O)N(C(=O)CC)C3)c1 (stereo not given in full)
 : 0.3	1.8
- Cc1cc(NC(=O)CN2CC(C)OC(C)C2)n(-c2nc3ccccc3s2)n1 (stereo not given)
 : 0.7	1.2
- O=c1[nH]c(=S)[nH]c(O)c1/C=C1\C=Nc2ccccc21
 : 0.3	-0.2
- CCc1nc(C(N)=O)c2[nH]c(=O)n(-c3ccc(OC)cc3OC)c2n1
 : -0.4	0.7
- CCn1c(N2CCN(CC(=O)c3ccc(OC)cc3)CC2)nc2ccccc21
 : 0.0	-1.9
- O=C(Nc1ccc(N2CCCCC2)cc1)c1ccccn1
 : -13	-4.6
- COCCn1c(=O)[nH]c2cc(C(=O)N3CCN(c4ccccc4)CC3)ccc2c1=O
 : 0.6	-1.2
- Cc1ccc(NC(=O)CCc2nc3sc4c(c3c(=O)[nH]2)CCCC4)c(Br)c1
 : 1.3	0.2
- Cc1c(CCOC(=O)c2ccccc2)sc[n+]1CC(=O)c1ccc(Br)cc1
 : 0.0	-0.5
- O=C(CCCc1ccccc1)Nc1ccc(Br)cc1F
 : 2.3	-1.1
- Cc1cccc(CN2C(=O)N/C(=C/c3cc(C)n(-c4cc(C)ccn4)c3C)C2=O)c1
 : -1.4	0.0
- O=C(Nc1nc(-c2ccccc2)cs1)c1ccc(N2CCOCC2)c([N+](=O)[O-])c1
 : -14	-6.7
- COc1ccccc1CN(C(=O)CCl)C(C(=O)NC1CCCCC1)c1ccncc1 (stereo not given)
 : 0.8	0.2
- Cc1cc([N+](=O)[O-])ccc1NCc1ccccc1
 : 2.3	-1.8
- CCOC(=O)c1ccc(CNC(=O)Cn2nnc(-c3cccc(C)c3)n2)o1
 : -0.9	-0.6
- OC[C@@H]1[C@@H](c2ccccc2)C(c2ccc(F)cc2)=NN1c1ccccc1
 : 0.5	-0.3
- O=C(CSc1ncnc2ccccc12)c1ccco1
 : 5.0	-0.1
- Cc1ccc(NC(=O)Nc2sc(=S)n(C)c2C)cc1
 : 0.6	0.5
- O=C(c1ccccc1)N1CCC(CC2CC(c3cccc(Br)c3)=NO2)(C(=O)NCC2CCCCC2)CC1 (stereo not given)
 : 1.9	3.4
- O=C(Nc1ccc(S(=O)(=O)N2CCOCC2)cc1)c1ccccc1
 : 0.8	-0.1
- c1ccc(Cn2nnnc2C(c2cccs2)N2CCc3ccccc3C2)cc1 (stereo not given)
 : -2.5	0.3
- COc1ccc(CCC(=O)Nc2cc(S(C)(=O)=O)ccc2Cl)cc1
 : -1.0	2.8
- CCN(c1ccc(OC)cc1)S(=O)(=O)c1nnc(NC(=O)c2ccccc2Cl)s1
 : 1.4	-0.1
- Cc1cccc(NC(=S)NC(=O)C2CC2)c1
 : -0.2	0.6
- CCCC1Nc2ccc(C(=O)O)cc2C2C=CCC12 (stereo not given)
 : -0.7	0.1
- O=C1OCC2=C1C(c1ccc(F)cc1)CC(=O)N2c1ccccc1 (stereo not given)
 : -0.8	0.0
- COc1ccccc1-c1sc2cc3c(cc2c1-c1ccc(OCCN2CCOCC2)cc1)OCO3
 : 1.1	-1.8
- CN1CCN(C(=O)c2ccc(OCCOc3ccccc3)cc2)CC1
 : 4.4	-0.1
- CCC(=O)Nc1cccc(NC(=O)CN2CCN(c3ccccc3OC)CC2)c1
 : -0.7	0.3
- OC(c1ccccc1)(c1ccc(F)cc1)C(c1ccccc1)N1CCOCC1 (stereo not given)
 : -2.8	-0.5
- Cn1c(Cn2c(=O)sc3ccccc32)nnc1SCC(=O)NC1CCCCC1
 : -1.1	2.3
- CCOC(=O)N1CCC(N2CC34C=CC(O3)C(C(=O)Nc3ccc(F)cc3)C4C2=O)CC1 (stereo not given)
 : 0.2	1.1
- O=C1CC(/C=C/c2ccco2)=Nc2ccccc2N1
 : 0.8	1.4
- O=C(/C=C/c1ccc(Cl)cc1)NCCCn1ccnc1
 : -0.5	1.4
- O=[N+]([O-])c1ccc(N=Nc2ccc(O)c3ccccc23)cc1
 : -0.8	1.3
- Oc1ccc(N=Nc2nccs2)c(O)c1
 : -1.3	-0.7
- O=c1cc2oc3cc(O)c(O)cc3c(-c3ccccc3O)c-2cc1O
 : -1.1	-1.1
- C#CCOCCOCCOCCNc1nc(N2CCN(C(=O)CCCCCCCCCCNC(=O)Cn3cc(CCCCCN)nn3)CC2)nc(N2CCN(C(=O)CCCCCCCCCCNC(=O)[C@H](CO)n3cc(CCCCCN)nn3)CC2)n1
 : 1.6	0.9
- COc1cc(-c2nc3ccccn3c2NCc2ccccc2)ccc1SC1CCCCC1
 : 0.5	-0.7
- COc1cc(CSc2nc(-c3ccccc3)cc(=O)[nH]2)cc(OC)c1
 : 0.9	0.4
- CC(C)[C@H](NC(=O)OCc1ccccc1)C(=O)NC(C=O)Cc1ccccc1 (stereo not given in full)
 : 0.2	1.1
- CCOC(=O)C1CCCN(S(=O)(=O)c2ccc3ccccc3c2)C1 (stereo not given)
 : -0.3	-0.1
- COC(=O)c1ccc(N2CCN(C)CC2)c(NC(=O)c2ccc(-c3ccc(Cl)cc3)o2)c1
 : -1.2	-0.3
- CN(C)c1ccc2c(c1)C(=NO)c1ccccc1-2
 : 1.3	4.4*
- C#CCOCCOCCOCCNc1nc(N2CCN(C(=O)CCCCCCCCCCNC(=O)[C@H](CCC(=O)O)n3cc(CCCCCN)nn3)CC2)nc(N2CCN(C(=O)CCCCCCCCCCNC(=O)[C@@H]([C@H](C)O)n3cc(C)nn3)CC2)n1
 : 0.1	-0.4
- NC(=O)[C@@H]1CCNc2c(I)cc([N+](=O)[O-])cc2C(=O)N[C@@H](CCC(=O)O)C(=O)N[C@@H](CO)C(=O)N1
 : 1.1	1.8
- CCOc1cccc2sc(N(CCN(C)C)C(=O)c3ccc4ccccc4c3)nc12
 : -0.2	1.9
- COc1ccc([C@@H]2[C@@H]3C(=O)N(C(C)(C)C)C(=O)[C@@H]3[C@]3(C)C(=O)N(c4cccc(Br)c4)C(=O)N23)cc1
 : 11*	-0.6
- Cn1c2ccccc2c(=O)c2cc(C#Cc3cccc(N)c3)ccc21
 : 0.2	1.4

(more compounds)
Value order: GAA850 FXN act	DAX1 inh
- CCOC(=O)c1sc2ccccc2c1OC(=O)c1ccc(C)cc1
 : -6.0	0.1
- COC(=O)C1=C(C)N(Cc2ccccc2)C(=NCCc2cccnc2)N[C@H]1c1ccc(Br)cc1
 : -3.8	0.4
- Cc1cccc(N2C(=O)c3cccc4c(N(C)CCO)ccc(c34)C2=O)c1
 : 0.4	-1.5
- O=C(CCc1ccncc1)NC1CCCc2c1cnn2-c1cc(F)cc(F)c1 (stereo not given)
 : 1.5	-1.1
- N=c1oc2c3c4c(cc2cc1C(=O)Nc1ccccc1)CCCN4CCC3
 : 3.0	-1.5
- CCN(c1ccccc1)S(=O)(=O)c1ccc2c(c1)C(C)(C)C(=O)N2C
 : -0.6	-0.9
- COC(=O)c1cc(=O)nc2sc(-c3ccc(F)cc3)nn12
 : 1.3	0.1
